From PubChem BioAssay
HCT116 bCat-KO – primary screen for growth suppressors in beta-catenin knockout HCT116 cells (colon tumor, human) | HCT116 beta-catenin knockout viability, CellTiter-Glo, 60 h; hits give low values | actives 1.5% (n = 140,000) | viability, % at 10 µM;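 active = viability at or under a set limit, the compound median less 4 SD, cut at about 6% in these data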;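 also: 0% = Hyamine 1622 control at 20 µM and 100% = untreated cell control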
E-sel TNF inh – E-selectin induction blockers in HUVEC – imaging, immunofluorescence, high content, primary screen; HUVEC TNFa-induced E-selectin immunofluorescence; inhibition, % at 2 µM; actives 0.71% (n = 120,000); AID 1246, 2008;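 active = inhibition above the batch mean plus 3 SD, and confirmed as a hit on visual image review, cut at about 43% in these data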;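 also: 0% = TNF-stimulated DMSO wells and 100% = unstimulated control wells; not every result past the cut was called active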
GALR2 antag – GALR2 antagonists in receptor-expressing cells, primary screen; antagonist mode; inhibition, % at 4 µM; actives 0.39% (n = 140,000); AID 828, 2007; in the data active = inhibition above about 27%;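 also: cells stimulated with galanin 1-16 at roughly its EC80; 0% = agonist challenge control and 100% = basal control without agonist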
Target sequence (O43603 whole entry, looked up): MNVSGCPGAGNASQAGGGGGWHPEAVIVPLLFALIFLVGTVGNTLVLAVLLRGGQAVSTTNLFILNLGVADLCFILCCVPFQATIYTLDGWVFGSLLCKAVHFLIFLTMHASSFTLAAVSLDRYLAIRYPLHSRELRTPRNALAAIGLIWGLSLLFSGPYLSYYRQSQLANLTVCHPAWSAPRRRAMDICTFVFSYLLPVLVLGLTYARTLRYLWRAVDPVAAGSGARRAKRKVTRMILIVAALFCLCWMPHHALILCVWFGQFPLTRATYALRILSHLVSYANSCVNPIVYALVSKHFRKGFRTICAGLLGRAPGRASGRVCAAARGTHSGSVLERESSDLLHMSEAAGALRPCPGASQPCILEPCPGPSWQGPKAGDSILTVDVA
Phagocytosis inh – inhibitors of macrophage phagocytosis, primary screen, imaging, J774A.1 cells, IgG beads; J774A.1 macrophage IgG-bead phagocytosis; inhibition, % at 5 µM; actives 0.07% (n = 110,000); AID 1029, 2008;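 active = inhibition above the mean of the plate negative controls plus 5 SD, cut at about 13% in these data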;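 also: phagocytic index as fraction of beads internalized from green versus red external bead signal; plate controls were DMSO negative control for no effect and cytochalasin-D positive control for full effect; some results beyond the cut were filed as inactive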
BB579 growth dn – growth inhibitors of yeast BB579 in restrictive medium, primary screen, yeast lifespan-shortening project, S. cerevisiae | OD615, 48 h | inhibition, % at 10 µM | actives 0.51% (n = 140,000) | AID 804, 2007;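 active = inhibition above a set limit, 3 SD over the mean compound inhibition, cut at about 44% in these data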; also: inactives centre near -24
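System: Saccharomyces cerevisiae DeaD strain BB579, replicative lifespan model yeast | Buffer or medium: Restrictive glucose-based CSMM-D medium | Times: 4 h preincubation and 48 h exposure at 30 °C | Detection: OD615 turbidity measurement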
Measles CPE – compounds protecting cells from measles virus cytopathic effect, primary screen, measles RdRp inhibitor project, single point, MLSMR library, absorbance; protection (pct of control), % at 4 µM; Measles virus-infected cells, CPE protection; actives 1.5% (n = 140,000); in the data active = protection mostly above about 24%, no sharp cut-off; inactive = mostly below about 26%; also: some compounds called inactive have numbers as strong as hits
HCT116 PTEN-null – growth suppression of PTEN-null HCT116, primary screen, cell-based, CellTiter-Glo. actives 1.2% (n = 140,000). viability, % at 10 µM. HCT116 PTEN-null viability, 60 h; hits give low values;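 active = viability at or below a set limit, 4 SD under the median of all tested compounds, cut at about 3.7% in these data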;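 also: PTEN knockout HCT116 line with beta catenin targeted HCT116 as companion control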
NPY Y2 blocker – NPY-Y2 receptor antagonists, primary screen, cell-based; Neuropeptide Y receptor type 2 (Homo sapiens), P49146; NPY-Y2 expressing cells, antagonist mode; inhibition, % at 2.7 µM; actives 0.99% (n = 140,000); in the data active = inhibition above about 17%;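 also: 0% = vehicle with agonist challenge and 100% = reference antagonist with challenge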
Target sequence (P49146 whole entry, looked up): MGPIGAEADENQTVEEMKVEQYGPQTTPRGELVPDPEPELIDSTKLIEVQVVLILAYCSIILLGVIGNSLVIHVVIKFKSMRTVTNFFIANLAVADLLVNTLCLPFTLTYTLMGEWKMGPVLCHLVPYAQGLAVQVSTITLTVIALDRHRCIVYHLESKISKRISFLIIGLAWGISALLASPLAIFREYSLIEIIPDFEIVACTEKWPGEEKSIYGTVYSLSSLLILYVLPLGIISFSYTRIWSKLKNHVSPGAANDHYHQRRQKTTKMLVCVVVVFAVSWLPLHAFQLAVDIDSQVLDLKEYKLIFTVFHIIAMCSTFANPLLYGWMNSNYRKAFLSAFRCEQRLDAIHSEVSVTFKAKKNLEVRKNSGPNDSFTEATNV
MRP1 act – H69AR viability gain despite doxorubicin, primary screen, MRP-1 activator project, H69AR cells, CellTiter-Glo | viability rescue | viability increase, % at 10 µM | actives 0.61% (n = 140,000) | AID 799, 2007;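 active = viability gain under doxorubicin at or above a set limit, the compound median plus 3 SD, cut at about 4.7% in these data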;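 also: MRP-1 overexpressing cells given doxorubicin 25 µM after compound pretreatment; 18-22 h compound pretreatment then 72 h with doxorubicin before readout; 0% = doxorubicin-only wells and 100% = vehicle-treated cells without doxorubicin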
Yeast life ext – compounds extending yeast replicative lifespan, primary screen, S. cerevisiae, OD615; S. cerevisiae growth with nicotinamide; deaD strain in restrictive glucose medium; inhibition of the nicotinamide effect, % at 10 µM; actives 0.68% (n = 130,000);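 active = inhibition above a set limit, placed 3 SD over the median of all compounds, cut at about 26% in these data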;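 also: 0% = nicotinamide-treated wells and 100% = cells grown without nicotinamide; some compounds called inactive have numbers as strong as hits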
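System: DeaD-strain S. cerevisiae / Buffer or medium: CSMM-D, restrictive glucose (dextrose) synthetic minimal medium / Probe or stimulus: nicotinamide, 1.5 mM, co-present with compound / Compound: one concentration, 10 µM, DMSO 0.25% / Incubation: 48 h compound exposure at 30 °C, humidified / Technique: optical density (absorbance) at 615 nm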
Numbers without * were called inactive; . = not tested or not shown. No enrichment for hits, and some 6.1% of all compounds hit somewhere here.

Each structure is followed by: HCT116 bCat-KO, E-sel TNF inh, GALR2 antag, Phagocytosis inh, BB579 growth dn, Measles CPE, HCT116 PTEN-null, NPY Y2 blocker, MRP1 act, Yeast life ext
Cc1ccc(NC(=O)C2CCCN(S(=O)(=O)c3cnc[nH]3)C2)cc1F (centres undefined)
→ 103, ., -5, 0, -26, 15, 106, -2, -0.9, -7
CN=C1c2cc3cc(OC)ccc3n2CCN1C
→ 84, -5, -4, ., -22, 8, 85, 3, -1.7, .
Cc1ccc(-c2[nH]ncc2/C=C(\C#N)C(=O)NC2CCCCC2)cc1
→ 72, -15, -5, 4, -9, 70*, 73, 4, -2.2, -9
Cc1ccc(-c2cc(C(=O)Nc3nccs3)c3ccccc3n2)o1
→ 71, 8, 0, 0, -41, 22, 79, 5, -4.0, -4
Cc1cc(C(=O)COC(=O)c2ccc[nH]c2=O)c(C)n1C1CC1
→ 94, ., 6, -4, -6, 20, 94, 2, 0.4, 29*
O=C(COC(=O)c1n[nH]c(=O)c2ccccc12)c1ccccc1
→ 100, 5, 9, -3, -44, 2, 113, 2, 0.5, -10
C=CCN1C(=NC(=O)CCC(=O)O)SC2CS(=O)(=O)CC21 (centres undefined)
→ 88, -44, 6, -1, -9, 17, 98, -1, -2.4, -4
Cc1ccc(OCc2nc(-c3ccccn3)no2)c(Br)c1
→ 81, 9, -8, 0, -53, 22, 92, 4, -0.1, -14
C=CCn1c(O)c(N=NC(=O)CNC(=O)c2ccco2)c2ccccc21
→ 41, ., 0, ., -39, 13, 39, 3, -3.1, 1
Cc1ccc(Sc2nnc(Cc3ccccc3)c3ccccc23)cc1
→ 12, 15, -10, 0, -37, 13, 10, 1, -2.6, -13
O=C(NCCCN1CCOCC1)C(C(=O)c1ccccc1)n1ccccc1=O (centres undefined)
→ 87, 4, 5, 0, 8, 9, 88, 2, 0.2, -5
Cc1ccc(CNC(=O)Nc2cccs2)cc1
→ 89, -40, -3, 2, -8, 7, 99, 4, -0.8, -17
CCC(C)(C)n1nnnc1C(c1ccc(O)c(OC)c1)N1CCN(c2nc3ccccc3s2)CC1 (centres undefined)
→ 66, ., -11, -1, -52, 8, 83, 5, -6.5, -17
Cn1cccc1C(=O)NC(=O)CSc1nc2ccccc2s1
→ 94, -17, 5, 0, -9, 11, 98, 6, -2.4, -7
Cc1ccc(NC(=O)C(=O)NCc2ccc(/C=N/NC(=O)c3c(C)nc4cc(C)ccn34)o2)cc1
→ 87, ., 11, -7, -30, 15, 91, -2, 3.8, 11
CC(C)OC(=O)c1nnc(-c2ccccc2)nc1OC(C)C
→ 92, -15, 3, 0, -40, 23, 98, 3, -0.9, -12
Cn1cnnc1Sc1cc(N2CCN(S(=O)(=O)c3ccc(Cl)c(Cl)c3)CC2)ccc1[N+](=O)[O-]
→ 36, 34, -5, -1, -53, 23, 41, -1, -2.6, 4
Cc1cc2c(=O)n(C)c(SCC(=O)c3cc4ccccc4o3)nc2s1
→ 97, -2, -4, -2, -8, 6, 93, 6, -2.5, -18
Cc1cccc(NC2=C(Cl)C(=O)OC2NC(=O)c2ccccc2)c1 (centres undefined)
→ 88, -3, -7, 2, -21, 5, 97, 3, -0.1, -10
CC1CN(C(=O)c2ccccc2)c2ccccc2NC1=O (centres undefined)
→ 94, ., 5, -4, -21, 4, 103, -1, -1.5, 6
O=C(COC(=O)Cc1cn2ccsc2n1)NCc1ccc2c(c1)OCO2
→ 97, 9, 0, 0, -45, 18, 102, 4, 0.2, 0
CCCCN1C(=O)Cc2c1nc(N)c1c(N)nc(N(CCC)CCC)c(C#N)c21
→ 47, ., 1, 1, -34, 5, 31, -2, -6.1, -2
O=C(NCCCn1ccnc1)c1noc2c1CCCC2
→ 94, -18, 0, -1, -23, 21, 98, -1, -1.2, -4
CN1CCN(c2ccccc2NC(=O)Cc2cn(C)c3ccccc23)CC1
→ 76, ., 6, 0, -20, 6, 74, 3, -3.2, -7
Cn1c(C(=O)OC(C(=O)NC2CCCC2)c2ccncc2)cc2sccc21 (centres undefined)
→ 96, 9, 12, 0, -17, 25, 88, 5, -0.9, -8
O=C(Nc1ccc2nn(-c3ccccc3)nc2c1)c1ccc(Br)o1
→ 74, -18, 8, 1, -56, 10, 93, 7, -4.5, -19
CCC1(C)C2(C#N)C(N)=NC(OC)(OC)C12C#N (centres undefined)
→ 105, 8, -10, -2, -26, 9, 98, 2, 0.0, -14
CCS(=O)(=O)N1Cc2ccccc2CC1C(=O)Nc1nc2ccccc2[nH]1 (centres undefined)
→ 81, -57, 6, -1, -54, 6, 96, 1, -1.6, -7
COc1ccccc1-n1nc(C(=O)Nc2ccc3c(c2)OCO3)c2ccccc2c1=O
→ 81, ., 42*, -5, -27, 20, 81, 3, -2.4, -4
CN(C)Cc1nc2ccccc2c(=O)n1Cc1nc(C(C)(C)C)cs1
→ 95, 24, 3, 0, 21, 5, 98, 4, 0.2, -2

Among those listed so far, three have a cyano group:
Each structure is followed by: HCT116 bCat-KO, E-sel TNF inh, GALR2 antag, Phagocytosis inh, BB579 growth dn, Measles CPE, HCT116 PTEN-null, NPY Y2 blocker, MRP1 act, Yeast life ext
Cc1ccc(-c2[nH]ncc2/C=C(\C#N)C(=O)NC2CCCCC2)cc1
→ 72, -15, -5, 4, -9, 70*, 73, 4, -2.2, -9
CCCCN1C(=O)Cc2c1nc(N)c1c(N)nc(N(CCC)CCC)c(C#N)c21
→ 47, ., 1, 1, -34, 5, 31, -2, -6.1, -2
CCC1(C)C2(C#N)C(N)=NC(OC)(OC)C12C#N (centres undefined)
→ 105, 8, -10, -2, -26, 9, 98, 2, 0.0, -14

More compounds follow.
Each structure is followed by: HCT116 bCat-KO, E-sel TNF inh, GALR2 antag, Phagocytosis inh, BB579 growth dn, Measles CPE, HCT116 PTEN-null, NPY Y2 blocker, MRP1 act, Yeast life ext
Cc1ccc(SCc2ccc(C(=O)Nc3ccccc3Br)cc2)cc1
→ 87, 7, -15, -8, -30, 11, 96, 17, 0.0, 11
Cc1cccc(Sc2c([N+](=O)[O-])ncn2C)n1
→ 73, -33, -1, ., -10, 2, 72, 0, -2.9, -15
Cc1ccc(S(=O)(=O)Nc2ccccc2CNc2ncc(Br)cc2Br)cc1
→ 82, ., 0, -4, -42, 10, 81, 1, -1.4, 4
O=C(CSc1ccsc1[N+](=O)[O-])NCCc1ccc(Cl)cc1
→ 97, -100, 3, -1, -70, 23, 97, 9, -0.7, -7
CCCCC(c1nnnn1CCOC)N1CCN(Cc2ccccc2)CC1 (centres undefined)
→ 98, 5, 5, ., -39, 23, 98, 4, -0.7, .
CCCCCn1c(SCC(=O)OC)nc2c1c(=O)[nH]c(=O)n2C
→ 94, -18, 7, 0, 11, 18, 106, 0, 0.8, -4
Cc1ccc(C)c(NC(=O)c2cc(=O)c3ccccc3o2)c1
→ 100, -1, 12, 0, -37, 5, 108, 2, -1.8, -3
O=c1cc(-c2ccccc2F)oc2ccccc12
→ 88, 27, -1, ., -5, 13, 95, 4, -2.1, .
O=C(Nc1ccccc1N1CCCCC1)c1cccs1
→ 84, -32, -6, -1, -41, 7, 83, 8, -1.2, -10
Cc1ccc(NC(=S)c2ccccc2)cc1
→ 91, ., -4, -9, 7, 12, 102, 0, 1.3, -7
Cc1ccc(C(=O)Nc2ccc3c(c2)OCO3)cc1
→ 95, 16, -3, 0, -13, 4, 71, 4, -2.6, -13
Nc1ccccc1SCc1cn2cccnc2n1
→ 90, 2, 2, -2, -1, 1, 92, 0, -2.2, -7
CCOC(=O)CSc1nc(-c2ccc(OC)cc2)ns1
→ 109, 7, 3, 0, -35, 15, 105, 4, 0.0, -18
COc1ccccc1N1C(=N)S/C(=C\c2ccc(-c3ccccc3C(=O)O)o2)C1=O
→ 79, ., 5, 1, -35, 12, 93, -2, -1.5, -1
CC(C)(C)n1nnnc1C(c1ccc(Cl)cc1)N1CCSCC1 (centres undefined)
→ 82, -2, -6, ., -25, 6, 80, 17, -2.3, .
COCc1nnc(NC(=O)CCc2ccccc2)s1
→ 101, 4, -3, 1, 1, 1, 100, 4, -0.8, -6
O=C(c1cc2nc(-c3ccco3)cc(C(F)(F)F)n2n1)N1CCN(Cc2ccccc2)CC1
→ 79, -2, 2, 0, -36, 16, 77, 4, -1.7, -6
O=C(COc1ccccc1F)N1c2ccccc2CCc2ccccc21
→ 87, ., -3, -9, -6, 15, 84, 3, -1.2, 1
CC(=O)N1CC(c2ccccc2)C(c2ccc(Cl)cc2)=N1 (centres undefined)
→ 82, -3, 6, -12, -31, 4, 79, 3, -1.8, 2
COc1cccc(OCCCCSc2ncccn2)c1
→ 98, 18, -10, -2, -56, 8, 97, 7, -1.0, -16
Cc1ccc(Nc2ccc(C(F)(F)F)cc2[N+](=O)[O-])cc1
→ 94, ., -4, -4, -3, 16, 92, 5, -1.4, 0
Cc1ccc(-n2sc3ccccc3c2=O)cc1
→ 1.4*, ., 16, -7, 9, 2, 1.1*, 2, -5.6, 26
Cn1c(=O)n(C)c2cc(CN3C(=O)OC(C)(C)C3(C)O)ccc21 (centres undefined)
→ 87, -6, 11, 0, 3, 17, 87, 8, -3.8, -4
O=C(CCSc1nnc2ccccn12)Nc1ccc(F)cc1
→ 94, -13, 10, -2, -36, 4, 96, 0, -2.3, -7
O=C(Nc1ccc2c(c1)OCCO2)C1CCN(C(=O)c2ccc(Cl)cc2)CC1
→ 82, ., 7, -8, -6, 16, 88, 7, -1.1, -4
Oc1ccc(Nc2nc(NCC3CCCO3)c3ccccc3n2)cc1 (centres undefined)
→ 8, 16, 9, 0, -34, 3, 15, 3, -2.7, -5
C=CCN(C(=O)Cn1ncc2c1-c1cc(C)ccc1OC2)c1ccccc1
→ 81, ., 13, 0, -12, 7, 93, 4, -1.6, -11
O=C1c2ccccc2C(=O)C1c1ccncc1
→ 86, -6, 3, 0, -26, 6, 90, -1, -0.5, -11
CCC1(CC)NC(=S)N(Nc2ccccc2)C1=O
→ 100, -36, -2, 1, 7, 32, 94, 1, 0.6, 0
Cc1cc(Cl)ccc1NC(=S)NCc1ccccc1
→ 87, -22, 1, 0, -28, 7, 90, 5, -7.0, -10

Random excerpt: 2 compounds from above
Each structure is followed by: HCT116 bCat-KO, E-sel TNF inh, GALR2 antag, Phagocytosis inh, BB579 growth dn, Measles CPE, HCT116 PTEN-null, NPY Y2 blocker, MRP1 act, Yeast life ext
O=C(c1cc2nc(-c3ccco3)cc(C(F)(F)F)n2n1)N1CCN(Cc2ccccc2)CC1
→ 79, -2, 2, 0, -36, 16, 77, 4, -1.7, -6
CCOC(=O)CSc1nc(-c2ccc(OC)cc2)ns1
→ 109, 7, 3, 0, -35, 15, 105, 4, 0.0, -18
